NOD1 NF-kB reporter: inhibition of NOD1-driven NF-kB reporter – cell-based, luminescence, uHTS, primary screen (AID 1578); NOD1-driven NF-kB luciferase reporter cells, luminescence; higher % means a stronger effect; one-dose inhibition, % at 4 µM; EC50 in µM for titrated hits; 290,000 compounds, 1% hits; in the data active means inhibition mostly above about 36%, no sharp cut-off; inactive means mostly below about 34%;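 further: HEK-293T reporter cells stimulated with the NOD1 agonist gamma-tri-DAP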
HIV peptide binding: cell-free HIV fusion peptide-binding blockers – biochemical, uHTS, fluorescence dequenching, primary screen (AID 1986); 290,000 compounds, 0.3% hits; inhibition, % at 20 µM, or IC50 in µM where a hit was titrated; cell-free peptide binding, fluorescence dequenching, 30 min; higher % means a stronger effect; in the data active means inhibition mostly above about 52%, no sharp cut-off; inactive means mostly below about 76%; further: some results filed as inactive read as strong as hits
GPR55 LPI antagonism: GPR55 antagonists blocking LPI-driven arrestin recruitment, primary screen, imaging, U2OS, beta-arrestin-GFP, LPI agonist (AID 2013); U2OS GPR55 beta-arrestin-GFP translocation imaging, LPI antagonism; higher % means a stronger effect; 290,000 compounds, 0.13% hits; one-dose inhibition, % at 10 µM; IC50 in µM for titrated hits;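 active means spots per cell inhibited over 60%, with over 100 cells counted and total cytoplasm intensity under 500,000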;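 further: U2OS cells stably carrying GPR55 and arrestin-GFP stimulated by 5 µM LPI near EC80; imaged beta-arrestin-GFP aggregate spots per cell after agonist stimulation; plate controls were LPI-stimulated DMSO wells for no effect and DMSO wells without LPI for full effect; some results filed as inactive read as strong as hits; confirmed hits need IC50 under 10 µM and bright autofluorescent wells are also inconclusive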
SV40 large T antigen: TAg ATPase/helicase activity blockers – biochemical (AID 1903) | SV40 large T antigen ATPase/helicase inhibition assay; higher % means a stronger effect | one-dose inhibition, % at 20 µM; IC50 in µM for titrated hits | 310,000 compounds, 0.39% hits; in the data active means a potency from the dose series; further: strong numbers were not always called active
GPR55 beta-arrestin: GPR55 agonists via beta-arrestin recruitment, primary screen, imaging, U2OS cells, beta-arrestin-GFP redistribution (AID 1961). activation, % at 10 µM, or EC50 in µM where a hit was titrated. 290,000 compounds, 0.048% hits. U2OS GPR55 beta-arrestin-GFP redistribution imaging; higher % means a stronger effect;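 active means activation above 40% with more than 50 cells counted in the well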;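 further: U2OS osteosarcoma cells stably expressing GPR55 and beta-arrestin-GFP; plate controls were DMSO negative control for no effect and LPI positive control for full effect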
Rac1 GTP hydrolysis: MgcRacGAP GTPase-activating activity inhibitors, confirmation, biochemical, ADP Hunter fluorescence; MgcRacGAP-stimulated Rac1 GTP hydrolysis, ADP Hunter fluorescence; higher % means a stronger effect; GST-tagged Rac1 F28L mutant substrate; 340,000 compounds, 0.6% hits; AID 624330; one-dose inhibition, % at 30 µM; IC50 in µM for titrated hits;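 active means first-screen hits whose inhibition reached a set limit at any dose in the follow-up dose series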;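 further: fluorescence reports GDP produced by GAP-driven GTP hydrolysis; strong numbers were not always called active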
NOD2 inhibition: inhibition of NOD2-driven NF-kB reporter – cell-based, luminescence, uHTS, HEK293 (AID 1566); HEK293 NOD2/NF-kB luciferase reporter, luminescence; higher % means a stronger effect; inhibition, % at 4 µM; hits with a dose series show EC50 in µM; 290,000 compounds, 0.63% hits; further: many of its hits are not listed in these tables
KOR beta-arrestin-1: kappa opioid receptor blockers – cell-based, luminescence, uHTS (AID 1778) | KOR beta-arrestin recruitment, luminescence, antagonist mode; higher % means a stronger effect | inhibition, % at 10 µM; hits with a dose series show IC50 in µM | 290,000 compounds, 0.091% hits; further: strong numbers were not always called active
KOR beta-arrestin-2: KOR agonists, beta-arrestin recruitment, primary screen, cell-based, luminescence, uHTS (AID 1777). KOR beta-arrestin recruitment, luminescence; higher % means a stronger effect. activation, % at 10 µM; hits with a dose series show EC50 in µM. 280,000 compounds, 0.02% hits; in the data active means activation above about 50%, passing the limit was not always enough; further: a part of the inactive calls stands beside numbers as strong as those of hits
Numbers without * were called inactive; / = no result given; [ ] = another dose, or the depositor's remark. Unless noted, no stated cut-off is given here; in the data, active means inhibition above about 50%; inactive means the rest.

Below each SMILES – NOD1 NF-kB reporter, HIV peptide binding, GPR55 LPI antagonism, SV40 large T antigen, GPR55 beta-arrestin, Rac1 GTP hydrolysis, NOD2 inhibition, KOR beta-arrestin-1, KOR beta-arrestin-2
#1 COC(=O)Cn1c(=O)n(CCc2ccccc2)c(=O)c2c3c(sc21)CCCC3
  -6%, -1.0%, 0%, -21%, -0.1%, 6%, 10%, 2%, 0.3%
#2 COc1cc(/C=N/NC(=O)c2cc[n+]([O-])cc2)ccc1O
  -5%, 0.9%, -15%, 28%, -0.2%, 33µM*, 17%, 10%, -1.7%
#3 CN(C)CC(O)CN(c1ccccc1)c1ccccc1 (configuration not stated)
  -2%, 0.2%, 9%, 5%, 0.3%, /, 7%, 19%, -3.6%
#4 CC(=O)NC1CC2CCCC(C1)N2S(=O)(=O)c1cccc(F)c1 (configuration not stated)
  -7%, 0.9%, -2%, 2%, 0.3%, -6%, -7%, -22%, 0.1%
#5 Cc1ccc(C(c2nnnn2CS(=O)(=O)c2ccc(C)cc2)N2CCC(C)CC2)cc1 (configuration not stated)
  9%, -1.8%, 11%, 10%, 0.2%, 8%, 8%, 12%, 1.5%
#6 O=C(Nc1ccc(-c2nc3ccccc3o2)cc1)c1cc(-n2cnnc2)ccc1Cl
  2%, -1.0%, 9%, 10%, -0.4%, 9%, 26%, 13%, -4.0%
#7 O=C(CCn1c(SCC(=O)c2ccccc2)nc2ccccc2c1=O)NCc1ccc(F)cc1
  -18%, 11%, 4%, 3%, 0.1%, 7%, 14%, 29%, 0.0%
#8 CCOC(=O)C(=O)Nc1ncc(Cl)s1
  2%, -0.2%, 0%, -4%, 0.0%, -5%, 15%, 35%, -1.8%
#9 O=[N+]([O-])c1cccc(/C=N/NS(=O)(=O)c2ccccc2)c1
  -37%, -0.7%, -2%, 9%, 2.0%, 4%, 18%, -45%, 0.3%
#10 FC(F)(F)c1ccccc1NC(=S)NN1CCOCC1
  -12%, -2.3%, 0%, 14%, 0.4%, 0%, 8%, 8%, -6.6%
#11 N/C(=N\OC(=O)c1ccc(Cl)cc1[N+](=O)[O-])c1cccnc1
  -7%, -1.0%, 9%, 6%, 0.2%, 2%, -56%, -14%, -4.4%
#12 COc1ccc(N(CC(=O)NCc2ccccc2OC)S(=O)(=O)c2ccc(C)cc2)cc1Cl
  -8%, 0.7%, -3%, 27%, -0.2%, 6%, -2%, 2%, 1.4%
#13 NS(=O)(=O)c1ccc(NC(=O)COC(=O)c2cnc(Cl)c(Cl)c2)cc1
  -5%, -0.3%, 5%, -23%, -0.2%, 5%, -11%, -28%, -0.7%
#14 CCSc1nc2c(c(=O)n1Cc1ccccc1)SC(C)C2 (configuration not stated)
  /, -0.5%, -7%, 9%, -0.1%, 6%, 4%, -15%, 0.6%
#15 O=C(COC(=O)Cc1c(Cl)cccc1Cl)Nc1ccc(OC(F)(F)F)cc1
  -16%, 0.8%, 1%, 14%, -0.6%, 4%, 29%, 0%, 1.9%
#16 CCn1c(SC)nnc1C1CCCN(CC(=O)Nc2ccccc2N2CCOCC2)C1 (configuration not stated)
  -8%, 0.7%, -11%, -1%, -0.1%, 7%, 1%, -32%, 3.0%
#17 COC(=O)CN1C(=O)C(C)(C)Oc2ccc(C(=O)NC3CC3)cc21
  15%, 0.2%, 6%, 2%, -0.1%, -9%, 11%, -31%, -6.7%
#18 O=C1C(C23CC4CC(CC(C4)C2)C3)C(=O)N(c2ccccc2)N1c1ccccc1
  -24%, 2.5%, -7%, 16%, -0.3%, 1%, -10%, 0%, -7.4%
#19 O=C1CS/C(=N\c2ccccn2)N1C1CCCCC1
  5%, 4.0%, 11%, 7%, -0.3%, 7%, 2%, -28%, -6.4%
#20 O=C(CCCCCCCC(=O)NCC1CCCO1)NCC1CCCO1 (configuration not stated)
  -17%, -0.9%, 0%, 1%, -0.4%, 4%, 12%, -36%, -1.1%

Further structures follow.
Below each SMILES – NOD1 NF-kB reporter, HIV peptide binding, GPR55 LPI antagonism, SV40 large T antigen, GPR55 beta-arrestin, Rac1 GTP hydrolysis, NOD2 inhibition, KOR beta-arrestin-1, KOR beta-arrestin-2
#21 CC(NC(=O)COc1ccc(-c2nnco2)cc1)c1ccc(Cl)cc1Cl (configuration not stated)
  -24%, 1.5%, -3%, 0%, -0.2%, -9%, -6%, 0%, -3.0%
#22 O=C(Nc1nc2nccc(-c3ccccc3)n2n1)c1ccccc1
  -6%, 1.5%, 13%, 8%, -0.6%, 8%, 21%, 19%, 1.3%
#23 O=C1C=C(Nc2ccc(Cl)cc2Cl)CC(c2ccco2)C1 (configuration not stated)
  -1%, 9.6%, -6%, 30%, 0.1%, 4%, -1%, -17%, 4.6%
#24 Cc1ccccc1C(=O)Oc1ccc(Sc2ccc(O)cc2)cc1
  -10%, -1.9%, 3%, 4%, -0.2%, /, 4%, 20%, -3.5%
#25 CCCCCOc1ccc(Br)cc1/C(C)=N/NC1=NCCN1
  -6%, -1.1%, 71%, 3%, 0.2%, 8%, 10%, -177%, 8.0%
#26 O=C(OCc1ccc([N+](=O)[O-])cc1)c1cc(=O)c2ccccc2o1
  50%, 0.0%, -12%, 8%, -0.2%, 4%, -36%, -48%, 6.1%
#27 CC(=O)c1cccc(NC(=O)C2=CC(c3cccs3)=NS(=O)(=O)N2C)c1
  3%, -0.8%, 14%, 8%, 1.1%, 12%, 13%, -30%, -2.8%
#28 C=CCn1c(N)c(C(=O)OC(C)(C)C)c2nc3ccccc3nc21
  -10%, -1.8%, -1%, -5%, -0.2%, 13%, 16%, -24%, -2.1%
#29 Cc1ccc(NC(=O)c2cc(N3CCOCC3)nc3ccccc23)cc1
  -7%, 0.7%, 2%, 0%, -0.2%, -4%, -10%, -2%, 1.6%
#30 CN(c1ccccc1)S(=O)(=O)c1cccc(NC(=O)Cn2cnc3c2c(=O)n(C)c(=O)n3C)c1
  2%, 0.6%, 3%, 2%, 0.4%, 9%, 20%, /, /
#31 O=C(NCC1CCCO1)C1CCN(C2CCN(CCCC3CCCC3)CC2)CC1 (configuration not stated)
  -9%, -0.2%, 19%, 1%, -0.1%, -3%, 10%, -14%[20 µM], /
#32 CC1(C(=O)O)CCC(C(=O)Nc2ccc(S(N)(=O)=O)cc2)C1(C)C (configuration not stated)
  2%, -1.4%, -20%, 5%, 0.1%, 8%, 8%, -26%, 8.4%
#33 Cc1ccc(N2CC(C(=O)Nc3c(C)n(C)n(-c4ccccc4)c3=O)CC2=O)cc1 (configuration not stated)
  17%, -1.9%, 4%, 12%, -0.2%, 2%, 2%, -41%, 1.3%
#34 CCN(C(=O)C(=O)c1c[nH]c2ccccc12)c1ccccc1
  -10%, -1.4%, 15%, 7%, -0.1%, 1%, 3%, -30%[20 µM], -1.7%
#35 COc1cc(NC(=O)Cn2c(=O)n(CC3CCCO3)c(=O)c3ccccc32)cc(OC)c1 (configuration not stated)
  -40%, -1.0%, -13%, 10%, 1.2%, 8%, 1%, 25%, -0.5%
#36 CCOC(=O)c1c(C)[nH]c(C(=O)COC(=O)/C=C/c2ccc(OCC#N)c(OC)c2)c1C
  -31%, -0.3%, 2%, -1%, -0.2%, 6%, 6%, 10%, -3.1%
#37 COc1ccc(Cl)cc1C(=O)NCC(C)C
  -16%, -0.8%, 2%, 2%, -0.1%, 5%, -7%, -11%, -0.6%
#38 COc1ccccc1CN(C)C(=O)c1cc(-c2cc(OC)c(OC)c(OC)c2)nc2ccccc12
  /, 1.9%, 8%, 2%, 0.1%, 8%, /, -42%, 1.8%
#39 CC(=O)c1cccc(NC(=S)NNC(=O)c2ccco2)c1
  -27%, 2.8%, -2%, 15%, 0.3%, 5%, 10%, -10%[20 µM], -2.8%
#40 CCOc1ccc(NC(=S)NNc2ccnc3cc(Cl)ccc23)cc1
  20%, -1.3%, -19%, 9%, 1.8%, 16%, 12%, -14%, -1.4%

New compounds follow
Below each SMILES – NOD1 NF-kB reporter, HIV peptide binding, GPR55 LPI antagonism, SV40 large T antigen, GPR55 beta-arrestin, Rac1 GTP hydrolysis, NOD2 inhibition, KOR beta-arrestin-1, KOR beta-arrestin-2
#41 Cc1ccc2[nH]c3c(=O)n(CC(=O)NCCCN4CCN(c5ccc(F)cc5)CC4)ncc3c2c1
  -13%, 1.2%, 5%, 9%, -0.2%, 6%, 16%, -42%, 0.8%
#42 O=C(NNc1ccc(O)cc1)c1ccc(Br)cc1
  -5%, -4.1%, -9%, 21%, -0.3%, -1%, -66%, -13%, -4.4%
#43 CCOc1cccc(-c2nnc3sc(-c4cc(OC)c(OC)cc4OC)nn23)c1
  12%, -0.9%, -11%, /, 0.1%, /, 10%, 2%, 6.5%
#44 CCc1cccc(CC)c1NC(=S)N1CCn2cccc2C1c1cccnc1 (configuration not stated)
  -8%, 2.2%, 12%, 19%, 0.2%, -1%, -12%, -40%, -2.2%
#45 Cc1cccc(NC(=O)c2cnc3sccn3c2=O)c1
  3%, 0.7%, -7%, 1%, 0.3%, 10%, -138%, 13%, -2.2%
#46 S=C(Nc1ccc(N2CCOCC2)cc1)Nc1ccc2nc(-c3ccco3)c(-c3ccco3)nc2c1
  -12%, 91%, 3%, 10%, -0.1%, -4%, 12%, 22%, 2.1%
#47 COC(=O)C1CCN(CC(N)=O)CC1
  -20%, 0.8%, 12%, 20%, 0.3%, 18%, 8%, 11%, -4.2%
#48 CC(C)(C)C(=O)Nc1ccc(-c2csnn2)cc1
  -17%, -1.0%, 7%, 7%, 0.6%, 8%, -44%, -1%, 1.6%
#49 CCOC(=O)N1CCC(NCCNC(=O)c2ccccc2Cl)CC1
  10%, -1.0%, 9%, 1%, -0.2%, 12%, 14%, -49%, 1.1%
#50 N#CC(c1ccc(Cl)nn1)c1ccccc1Cl (configuration not stated)
  3%, -0.1%, 4%, 7%, 0.0%, -4%, 5%, -37%, 5.2%
#51 COc1ccccc1NS(=O)(=O)c1cc(NC(=O)CCC2CCCC2)ccc1N1CCOCC1
  20%, -2.8%, -4%, 1%, 0.0%, 5%, 1%, 23%, 2.4%
#52 CCNC(=O)Nc1ccccc1C(=O)OC
  -4%, -0.8%, 8%, 2%, -0.1%, 3%, 6%, -21%[20 µM], -6.3%
#53 CCN(CC)CCCNC(=O)C1c2cc(OC)c(OC)cc2C(=O)N(C)C1c1cccnc1 (configuration not stated)
  -41%, 4.3%, 9%, 8%, 0.5%, 3%, 2%, -2%, -2.6%
#54 COc1ccc(C)cc1NC(=O)Nc1ccccc1
  3%, 3.6%, -1%, 19%, -0.1%, -10%, 6%, -73%, 7.4%
#55 O=c1[nH]c(/C=C/c2ccccn2)nc2ccccc12
  2%, -0.1%, -10%, 4%, 0.3%, 5%, -38%, -21%, 3.3%
#56 N[C@@H](CO)c1nnc([C@H](Cc2ccc(O)cc2)NC(=O)C2CCNCC2)o1
  -25%, 3.8%, 10%, 13%, 0.3%, 8%, 3%, -8%, -5.3%

Source: PubChem BioAssay (several laboratories)

Some of the compounds tested. The share of hits here may be higher or lower than overall.
